ERK EGF inh – qHTS Assay for Inhibitors of the ERK Signaling Pathway using a Homogeneous Screening Assay; Stimulation with EGF. actives 0.41% (n = 130,000). Potency, µM (highest dose often 11.5 µM), for the others: top-dose activity change, negative = inhibition, usual class: inhibitors. HEK293-V1b, EGF-stimulated phospho-ERK AlphaScreen; active means well fitted inhibition curve with a large enough effect; inconclusive means small, poorly fitted or top-dose-only effect, or effect the other way;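 further: plate controls were stimulated vehicle wells for no effect and unstimulated vehicle basal for full effect; nearly all actives have a fitted effect of over 55% in size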
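EGF-stimulated (25 nM, 5 min) phospho-ERK in HEK293 cells stably expressing V1b, cells pretreated 30 min with compound at 37C. Homogeneous AlphaScreen read on lysates.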
* = called active by the depositor; ? = inconclusive; & = joins results of further samples; [ ] = dose if it differs, or a comment. Potency means the concentration at half of the fitted maximal effect.

No.	canonical_smiles	ERK EGF inh
1	N#Cc1c(N)nc2c(c1-c1ccc(Br)s1)CCCC2	-2.8%
2	O=C(N/N=C/c1cc([N+](=O)[O-])ccc1O)NC12CC3CC(CC(C3)C1)C2	0.6%
3	COC(=O)CCCC1=CC2=C(c3ccccc3)C(=O)C(C)(OC(=O)C3CCCC3)C(=O)C2=CN1C1CC1 (centres undefined)	-16.4%[57.5 µM]
4	COc1ccc(NC(=O)CN2CCCN(S(=O)(=O)c3ccc(F)cc3)CC2)c(OC)c1	-1.9%[57.5 µM]
5	COC(=O)c1ccccc1NC(=O)N1CCN(S(C)(=O)=O)CC1	-13.5%
6	COc1cc(OC)c2c(=O)cc(-c3ccccc3)oc2c1	-4.6%[57.5 µM]
7	Cc1cc(Cl)ccc1C(=O)C1CCCN(C(=O)c2ccc3ncccc3c2)C1 (centres undefined)	-1.3%
8	CCN(C(=O)CSc1nnc(-c2ccccc2)n1C)C1CCS(=O)(=O)C1 (centres undefined)	6.0%
9	O=C(Nc1ccccc1)N1CC2(CCN(C(=O)c3cc(C(F)(F)F)cc(C(F)(F)F)c3)CC2)C1	0.6%
10	COc1ccc(NS(=O)(=O)c2cc(NC(=O)Cc3cccs3)ccc2C)cc1	-0.1%
11	O=C(CNC(=O)c1ccco1)Nc1ccc(F)cc1	-5.7%
12	COCCNC(=O)C(c1ccc(OC)cc1)N(C(=O)Cn1nnc2ccccc21)c1cccnc1 (centres undefined)	-8.6%
13	Cc1ccc(/C=N/N2CCN(c3ccccn3)CC2)o1	8.4%[57.5 µM]
14	O=C1CC(C(=O)O)S/C(=N\N=C\c2ccc(Br)cc2)N1 (centres undefined)	5.2%[57.5 µM]
15	Cc1ccc2c(c1)C(=O)CC1(CCC(C(C)(C)C)CC1)O2 (centres undefined)	-2.5%[57.5 µM]
16	Cc1cc(C(C)(C)C)oc1C(=O)O	16.7%
17	COc1cc(NS(=O)(=O)c2ccc(NC(=S)NC(=O)/C=C/c3ccc(OC)c(OC)c3)cc2)ncn1	3.3%
18	Cn1c(CN2CCC(C(N)=O)CC2)c(C#N)c2ccccc21	0.4%
19	Cc1cccn2c(=O)c(/C=C(\C#N)C(N)=O)c(Oc3ccccc3)nc12	-6.9%[57.5 µM]
20	CN(C)c1ccc(C(=S)N2CCNCC2)cc1	5.3%
21	N=C(SC1CC(=O)N(c2ccc(F)cc2)C1=O)N1N=C(c2ccccc2)CC1c1ccccc1 (centres undefined)	0.6%
22	Cc1ccc(N2CCN(S(=O)(=O)N3CCCCC3)CC2)cc1Cl	4.0%
23	Oc1c(C=C2N=c3ccccc3=N2)sc(=S)n1C1CCCCC1	-3.2%&-2.3%
24	COCCN1CCN(Cc2nc(C3(c4ccc(C)cc4)CCCC3)no2)CC1	-4.6%
25	Cc1nc(-c2ccc(NS(=O)(=O)c3ccccc3)cc2)cs1	7.8%
26	COc1ccc(CNCC(=O)Nc2sccc2C#N)cc1	0.8%
27	COc1cccc(CNCCO)c1OCc1ccccc1Cl	0.0%
28	N#Cc1cccc(N=c2ssnc2Cl)c1	0.3%
29	CCNC(=S)N=Nc1c(O)n(Cc2ccc(Cl)cc2)c2ccccc12	?
30	COc1ccc(OC(=O)c2c(C)nn(-c3ccccc3)c2C)cc1	5.5%[57.5 µM]
31	O=C(NC12CC3CC(CC(C3)C1)C2)OCCNC1CCCCC1	-8.0%[57.5 µM]
32	Cc1cc(C)n(C(=O)CNC(=O)/C=C/c2ccccc2)n1	2.6%
33	COc1ccc(CNCCC(c2ccc(F)cc2)c2ccc(OC(C)C)cc2)cc1OC (centres undefined)	-3.8%[57.5 µM]
34	O=c1c(-c2ccccc2)c1-c1ccccc1	0.9%[57.5 µM]
35	CN(C)CCSc1nnc2[nH]c3ccccc3c2n1	-3.9%
36	CC12CC[C@@](C(=O)O)(C(=O)C1=O)C2(C)C	-2.2%
37	CC(C)(C)c1cc(-c2n[nH]c(=S)n2-c2ccccc2F)n[nH]1	-9.3%[57.5 µM]
38	CN(C)CCNC(=O)c1cccc(S(=O)(=O)Nc2ccc(F)cc2)c1	1.5%
39	CCn1ccc(C(=O)N2CCOCC2)n1	-10.5%
40	O=C(Nc1ccc(-n2cnnn2)cc1)C(c1ccccc1)c1ccccc1	-1.2%
41	O=C(Nc1ccc(S(=O)(=O)NCc2cccnc2)cc1)c1ccccc1Cl	-0.6%
42	COc1cc(C(=O)Nn2c(O)c(C3=c4ccccc4=NC3=O)sc2=S)ccc1O	-0.5%[57.5 µM]
43	CCNC(=O)NNC(=O)C1CC(c2cccs2)=NO1 (centres undefined)	-19.1%
44	COc1cccc(NC(=O)Nc2cnccn2)c1	-2.4%
45	CO/N=C/CC(=O)c1cnc(-c2ccccc2)s1	-4.2%
46	CC(C)(C)C(=O)NC(=S)Nc1ccc(Cl)c(C(=O)O)c1	-4.2%
47	COc1cccc(CNC(=O)CCC2CCCN(C(=O)c3csc(C(C)C)n3)C2)c1 (centres undefined)	3.0%
48	NS(=O)(=O)c1cc(C(=O)OCC(=O)Nc2ccc(N3CCCCC3)cc2)ccc1Cl	7.5%[57.5 µM]
49	O=C(CNC(=O)C(c1ccccc1)c1ccccc1)OCC(=O)c1cccs1	6.2%
50	O=C(CSc1nc2nn(-c3ccccc3)c(=O)c-2c2n1CCCCC2)NCCc1ccccc1	-0.7%
51	Cc1ccc(/C=N/N2CCN(c3ccccn3)CC2)cc1	4.8%
52	C=CCO/N=C(/C)c1ccc(Oc2cnccn2)cc1	-0.4%
53	CCOC(=O)c1c(NC(=O)/C=C/C(=O)O)sc(C)c1-c1ccc(C)c(C)c1	-15.7%
54	O=C(CSc1nnc(-c2cccnc2)o1)Nc1ccc(Cl)cc1	6.7%
55	O=C1c2cccc3cccc(c23)C(=O)N1c1ccc2ncccc2c1	4.1%
56	CC1CC(C)CN(CCC(=O)Nc2ccc3c(c2)CCC3)C1 (centres undefined)	-6.3%
57	Nc1nonc1-n1nnc(C(=O)N/N=C/c2ccccc2Cl)c1COc1ccc(F)cc1	20.1%[57.5 µM]
58	CC(C)N=C(NS(=O)(=O)NC(=O)c1ccccc1)c1ccccc1	-16.8%[57.5 µM]
59	CCNCC(=O)Nc1ccc(N2CCOCC2)cc1	3.9%
60	O=C(OCC(=O)N1CCOCC1)c1c(Cl)ccc(Cl)c1Cl	-0.2%

(list continues)
cpd | Molecule | ERK EGF inh
61 | C#CCOCCOCCOCCNc1nc(N2CCN(C(=O)C(CCC(=O)O)n3cc(C(N)CC(C)C)nn3)CC2)nc(N2CCN(C(=O)C(Cc3cc4ccccc4[nH]3)n3cc(C(N)Cc4ccc(O)cc4)nn3)CC2)n1 (centres undefined) | -8.1%[57.5 µM]
62 | COc1ccc(CCNC(=S)Nc2ccc(C)cc2C)cc1 | -3.3%
63 | CCS(=O)(=O)c1ccc(Sc2nncn2C)c([N+](=O)[O-])c1 | -17.7%
64 | O=C(NCc1ccc(F)cc1)C(=O)NCC1OCCN1C(=O)c1cccs1 (centres undefined) | 4.9%
65 | Cn1cccc1C(=O)N1CCC[C@@]2(CCN(Cc3ccc(C#N)cc3)C2)C1 | -4.7%
66 | COc1cccc(/C=N/NC(=O)C(c2ccncc2)N2CCOCC2)c1 (centres undefined) | -6.5%[57.5 µM]
67 | O=c1cc(CO)[nH]cc1OCc1ccccc1 | 5.1%[57.5 µM]
68 | CCN(CC)CCC(=O)Nc1cccc2c1C(=O)c1ccccc1C2=O | 4.9%[57.5 µM]
69 | CC1CCC(NC(=O)c2ccc(CNc3c(NC4CCCCC4)c(=O)c3=O)cc2)CC1 (centres undefined) | -7.5%
70 | Cc1cc(O)c(C=O)c(O)c1C(=O)O | 18.7%
71 | COc1cc(OC)cc(C(=O)Nc2ccccc2-c2nnn(CC(N)=O)n2)c1 | -1.0%
72 | Cc1cc(C)nc(NS(=O)(=O)c2ccc(NC(=O)Nc3ccccc3F)cc2)n1 | 13.1%[57.5 µM]
73 | CC1CC(C(F)F)n2nc(C(=O)Nc3sc4c(c3C#N)CCC(C(C)(C)C)C4)nc2N1 (centres undefined) | -2.6%
74 | CN1C[C@H](C(=O)N[C@@]2(C)O[C@@]3(O)C4CCCN4C(=O)C(Cc4ccccc4)N3C2=O)C[C@H]2c3cccc4[nH]cc(c34)C[C@H]21 (some centres undefined) | 3.3%
75 | COc1cc(Cl)c(C)cc1NC(=O)COC(=O)c1cc[n+]([O-])cc1 | ?
76 | COc1ccc(OC)c(C(C)NC(=O)Nc2cccc(C(C)=O)c2)c1 (centres undefined) | -2.2%
77 | COc1ccc(C(=O)NN(C)c2nc(C(F)(F)F)nc3ccccc23)cc1 | -3.6%
78 | Fc1ccc(Nc2nc(-c3ccncc3)nc3ccccc23)cc1F | -1.0%
79 | Cc1cc(C(=O)CN2C(=O)NC3(CCCCC3)C2=O)c(C)n1Cc1ccco1 | -5.9%
80 | CCCCNC(=O)Cn1cnc2ccc(S(=O)(=O)N3CCC(C)CC3)cc2c1=O | 0.8%[57.5 µM]
81 | CCCCC(=O)N1CCN(c2ccc(OC)cc2[N+](=O)[O-])CC1 | 0.6%
82 | O=C(Nc1ccc(F)cc1F)NC1CC(=O)N(Cc2ccccc2)C1 (centres undefined) | 8.8%
83 | O=C(Cn1nc(C(F)(F)F)cc1C1CC1)Nc1ccccc1F | 5.7%
84 | O=C(c1ccc(NC2=NC3CS(=O)(=O)CC3S2)cc1)N1CCN(C(=O)c2ccco2)CC1 (centres undefined) | -0.7%
85 | O=C(CN1C(=O)c2cccc([N+](=O)[O-])c2C1=O)N1CCN(c2ccc(F)cc2)CC1 | 3.5%
86 | COc1ccc(C(C)C(=O)c2ccc(O)cc2O)cc1 (centres undefined) | -3.0%
87 | O=C(COC(=O)c1ccc(O)cc1)Nc1cc(C(F)(F)F)ccc1Cl | ?
88 | C=CCN(c1ccccc1Cl)S(=O)(=O)c1cc(C(=O)N2CCCC2)ccc1Cl | 0.1%[57.5 µM]
89 | O=C(NC(=S)N(CCc1ccccc1)CCc1ccccc1)c1ccco1 | 6.4%
90 | CC(=O)Nc1ccc(S(=O)(=O)NCc2ccccn2)cc1 | -1.5%
91 | COC(=O)C1C(O)C(C)C(O)C(C)(O)/C=C\C=C(/C)C(=O)Nc2c(C)c(OC(C)=O)c3c(c2O)C(=O)C(C)=C2OCOC(=C23)/C(C)=C/C(C)(O)C(O)C(C)C1O (centres undefined) | 3.1%[57.5 µM]
92 | COC(=O)c1ccc(CN2CCN(Cc3ccccc3)C(CCO)C2)cc1 (centres undefined) | -1.0%[57.5 µM]
93 | COc1ccc([C@@H]2Sc3cc(OC)ccc3N(CCN(C(C)C)C(C)C)C(=O)[C@H]2OC(C)=O)cc1 | 4.0%
94 | O=C1CCNc2ccc(-c3ccccc3)cc21 | 8.6%
95 | O=C(CCCN1C(=O)c2cccc3cccc(c23)C1=O)Nc1ccon1 | 8.4%
96 | COP(=O)(CN(Cc1ccccc1)C(=S)Nc1c(C)cccc1C)OC | 6.4%
97 | COc1ccc(-c2cc(=O)[nH]c(=O)[nH]2)cc1 | 10.9%
98 | CC(OC(=O)C12CC3CC(CC(O)(C3)C1)C2)C(N)=O (centres undefined) | -2.1%
99 | CCOC(=O)Cc1c(Cl)c2ccccc2[nH]c1=O | -17.4%
100 | CSc1nnc(-c2ccccc2)c(-c2ccccc2)n1 | -47.9%[57.5 µM]
101 | COc1ccc(-n2c(=O)c3ccccc3c3ccccc3c2=O)cc1 | -3.5%
102 | O=C(Nc1ccccc1)c1c2c(nc3ccccc13)CCCC2 | -5.5%[57.5 µM]
103 | COc1ccc2c([N+](=O)[O-])c(Cl)[nH]c2c1 | 2.6%
104 | C/C(=N\N1CCN(Cc2ccccc2Cl)CC1)c1ccc(F)cc1 | 2.3%[57.5 µM]
105 | C=CCNC(=S)NCCO | 2.7%[57.5 µM]
106 | CC(=O)c1ccc(NS(=O)(=O)c2ccc(C(C)(C)C)cc2)cc1 | 0.4%

In the list so far, these have fluorine.
cpd | Molecule | ERK EGF inh
4 | COc1ccc(NC(=O)CN2CCCN(S(=O)(=O)c3ccc(F)cc3)CC2)c(OC)c1 | -1.9%[57.5 µM]
9 | O=C(Nc1ccccc1)N1CC2(CCN(C(=O)c3cc(C(F)(F)F)cc(C(F)(F)F)c3)CC2)C1 | 0.6%
11 | O=C(CNC(=O)c1ccco1)Nc1ccc(F)cc1 | -5.7%
21 | N=C(SC1CC(=O)N(c2ccc(F)cc2)C1=O)N1N=C(c2ccccc2)CC1c1ccccc1 (centres undefined) | 0.6%
33 | COc1ccc(CNCCC(c2ccc(F)cc2)c2ccc(OC(C)C)cc2)cc1OC (centres undefined) | -3.8%[57.5 µM]
37 | CC(C)(C)c1cc(-c2n[nH]c(=S)n2-c2ccccc2F)n[nH]1 | -9.3%[57.5 µM]
38 | CN(C)CCNC(=O)c1cccc(S(=O)(=O)Nc2ccc(F)cc2)c1 | 1.5%
57 | Nc1nonc1-n1nnc(C(=O)N/N=C/c2ccccc2Cl)c1COc1ccc(F)cc1 | 20.1%[57.5 µM]
64 | O=C(NCc1ccc(F)cc1)C(=O)NCC1OCCN1C(=O)c1cccs1 (centres undefined) | 4.9%
72 | Cc1cc(C)nc(NS(=O)(=O)c2ccc(NC(=O)Nc3ccccc3F)cc2)n1 | 13.1%[57.5 µM]
73 | CC1CC(C(F)F)n2nc(C(=O)Nc3sc4c(c3C#N)CCC(C(C)(C)C)C4)nc2N1 (centres undefined) | -2.6%
77 | COc1ccc(C(=O)NN(C)c2nc(C(F)(F)F)nc3ccccc23)cc1 | -3.6%
78 | Fc1ccc(Nc2nc(-c3ccncc3)nc3ccccc23)cc1F | -1.0%
82 | O=C(Nc1ccc(F)cc1F)NC1CC(=O)N(Cc2ccccc2)C1 (centres undefined) | 8.8%
83 | O=C(Cn1nc(C(F)(F)F)cc1C1CC1)Nc1ccccc1F | 5.7%
85 | O=C(CN1C(=O)c2cccc([N+](=O)[O-])c2C1=O)N1CCN(c2ccc(F)cc2)CC1 | 3.5%
87 | O=C(COC(=O)c1ccc(O)cc1)Nc1cc(C(F)(F)F)ccc1Cl | ?
104 | C/C(=N\N1CCN(Cc2ccccc2Cl)CC1)c1ccc(F)cc1 | 2.3%[57.5 µM]

Screening results as filed in PubChem.

Some of the compounds tested (hit frequency here may not be typical).
